Pf growth 48h – Primary qHTS for delayed death inhibitors of the malarial parasite plastid, 48 hour incubation. 5.9% of 310,000 active. P. falciparum luciferase growth in erythrocytes, 48 h. AID 504832, 2011. Potency, µM (doses to about 28.7 µM), inactives show top-dose activity change, negative = inhibition, most hits filed as inhibitors; also: potency is read from the fitted curve at half-maximal effect; % is scaled to controls: 0 for no effect and ±100 for the full control effect
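Luciferase-expressing P. falciparum in infected erythrocytes (2% hematocrit, 0.1% parasitemia final) in RPMI 1640/0.5% Albumax were exposed to compound for 48 hours at 37 C, 5% CO2; growth read as luminescence.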
HCV inh – qHTS Assay for Inhibitors of Hepatitis C Virus (HCV) | Huh7.5.1 HCVcc-Cre infection, luciferase reporter, 44 h | Potency, µM (series often up to 41.8 µM), inactives show at the highest dose activity change, negative = inhibition, actives largely listed as inhibitors | 3.4% of 340,000 active | AID 651820, 2012; also: potency is read from the fitted curve at half-maximal effect; % is scaled to controls: 0 for no effect and ±100 for the full control effect
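Seed cells (1,000/well) for 4 h; treat with compound and infect with HCVcc-Cre, moi about 0.5. Incubate 44 h, then detect luciferase activity.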
Shiga toxin inh – A qHTS for Small Molecule Inhibitors of Shiga Toxin. Vero cells, Shiga toxin protein synthesis inhibition reporter. AID 2315, 2010. 9.2% of 290,000 active. inhibition, % at 38.7 µM; in the data active = inhibition mostly above about 28%, no sharp cut-off; inactive = mostly below about 43%; also: 0% is about no effect
Pf growth 96h – Primary qHTS for delayed death inhibitors of the malarial parasite plastid, 96 hour incubation. P. falciparum luciferase reporter growth, 96 h. Potency, µM (doses to about 28.7 µM), for inactives: top-dose activity change, negative = inhibition, usual class: inhibitors. 6.9% of 320,000 active; also: potency is read from the fitted curve at half-maximal effect; % is scaled to controls: 0 for no effect and ±100 for the full control effect
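Delayed-death screen, second-generation endpoint: infected erythrocytes, 2% hematocrit, 0.05% parasitemia final; 96 hours at 37 C, 5% CO2; luciferase detection reagent; luminescence decrease equals reduced growth.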
CHX counter – Cycloheximide Counterscreen for Small Molecule Inhibitors of Shiga Toxin; cell reporter, cycloheximide protein synthesis inhibition counterscreen; max response, %; 12% of 300,000 active; AID 2314, 2010; in the data active = max response mostly above about 13%, no sharp cut-off; inactive = mostly below about 14%; also: read at 38.3 µM for the half of the compounds with a filed dose; 0% is about no effect
Tb PYK inh – qHTS of Trypanosoma Brucei Inhibitors | TbPYK enzyme, Kinase-Glo Plus ATP luminescence, 45 min | Potency, µM (series often up to 76.8 µM), without a hit: at the highest dose activity, negative = inhibition, hits mostly inhibitors | 0.12% of 410,000 active | AID 624173, 2012; also: potency is read from the fitted curve at half-maximal effect; % is scaled to controls: 0 for no effect and ±100 for the full control effect; nearly all actives have a fitted effect of over 50% in size
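Activity of T. brucei pyruvate kinase was followed by Kinase-Glo Plus luminescence after the enzyme reacted 45 min at room temperature with 130 uM ADP (final) and substrate. Test compounds were added before ADP at multiple concentrations.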
LmPK inh – qHTS Assay for Inhibitors of Leishmania Mexicana Pyruvate Kinase (LmPK). Q27686. purified LmPK, Kinase-Glo ATP luminescence, 1 h. Potency, µM (top dose mostly 57.5 µM), for the others: at the highest dose activity change, negative = inhibition, most hits filed as inhibitors. 0.37% of 290,000 active; also: potency is read from the fitted curve at half-maximal effect; % is scaled to controls: 0 for no effect and ±100 for the full control effect
Target sequence (Q27686 whole entry, looked up): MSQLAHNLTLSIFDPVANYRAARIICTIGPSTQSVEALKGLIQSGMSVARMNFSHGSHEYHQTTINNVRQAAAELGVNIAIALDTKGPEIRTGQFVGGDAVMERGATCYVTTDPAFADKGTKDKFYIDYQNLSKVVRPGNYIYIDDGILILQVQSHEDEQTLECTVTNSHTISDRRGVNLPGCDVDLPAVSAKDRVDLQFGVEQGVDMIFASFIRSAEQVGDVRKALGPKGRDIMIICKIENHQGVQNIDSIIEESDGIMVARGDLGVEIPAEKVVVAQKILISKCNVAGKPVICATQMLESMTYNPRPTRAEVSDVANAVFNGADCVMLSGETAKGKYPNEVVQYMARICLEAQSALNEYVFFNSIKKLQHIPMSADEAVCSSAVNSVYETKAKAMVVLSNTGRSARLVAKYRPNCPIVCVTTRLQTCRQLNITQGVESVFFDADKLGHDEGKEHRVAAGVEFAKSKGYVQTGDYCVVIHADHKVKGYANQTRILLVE
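Pyruvate kinase activity monitored as ATP production (luciferase luminescence). Conditions: 0.1 nM enzyme, 0.5 mM PEP, 0.1 mM ADP, 1 h, RT; normalized against uninhibited and no-enzyme wells.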
* = called active by the depositor; i = inactive; ? = inconclusive; nt = no result given; & = joins results of further samples; [ ] = remark or other dose. Unless noted, calls follow the shape of the dose curve; as a rule, active = well fitted curve in the direction sought with a large enough effect; inconclusive = small, poorly fitted or top-dose-only effect, or another doubt; inactive = no such curve, though single readings can be large; an effect the other way counts as inactive or inconclusive.

SMILES	Pf growth 48h	HCV inh	Shiga toxin inh	Pf growth 96h	CHX counter	Tb PYK inh	LmPK inh
Fc1ccc(/C=N/N2CCOCC2)c(F)c1	-4%	14%	38	-3%	21*	-6%	2%
CCCOc1cccc(C(=O)O)c1	3%	31%[activator]	19	?	-3	2%	-13%
Cc1ccc(C(=O)NCC(=O)OCC(=O)c2ccc(Br)s2)cc1	-9%	10%	nt	35%[activator]	nt	2%	nt
CC(Sc1nnc2ccccn12)C(=O)Nc1ccc2c(c1)OCO2 (stereo unspecified)	22%	5%	23	24%	14	-13%	-2%
N#Cc1cccc(NC(=O)CCn2ccnc2)c1	nt	2%	16	41%[activator]	-3	-1%	0%
COc1ccccc1NC(=S)N(CCCN1CCOCC1)Cc1ccccn1	22%	13%	-2	?	4	3%	3%
CC1CCN(c2nc(-c3ccco3)c3c(c2C#N)CC(C)(C)OC3)CC1	?	-1%	2	?	-1	-27%	2%
COCCn1c(C)cc(/C=C2/SC(=O)N(CC(=O)N3CCCC3)C2=O)c1C	1%	5%	16	30%[activator]	8	2%	7%
O=[N+]([O-])c1ccc(N2CCCCC2)cn1	-2%	11%	33	15%	26	-1%	-4%
Cc1cnn(CCC(=O)NNC(=S)Nc2ccc(F)cc2)c1	20%	2%	-11	21%	5	1%	3%
CSCCC(NC(=O)c1ccc(Cl)cc1Cl)C(=O)OC1CCCCC1=O (stereo unspecified)	?	2%	nt	14%	nt	4%	nt
NC(=O)C1CCN(C(=O)COc2ccc3ccc(=O)oc3c2)CC1	49%[activator]	-8%	-4	7%	-1	3%	-10%
CCc1nnc(NC(=O)CSc2nnc(-c3ccco3)n2C)s1	13%	12%	27	-18%	-5	1%	0%
COCC(=O)NC1CCN(C(=O)Nc2ccc(Br)cc2)CC1	-7%	11%	-7	nt	12	-4%	4%
CCCC(NC(=O)COc1cc2c(c3oc(=O)cc(C)c13)CCC(C)(C)O2)C(=O)O (stereo unspecified)	-21%	-17%	-4	?	-4	-1%	10%
Cn1ccc(=Nc2ccc(NC(=O)c3ccc(N=c4ccn(C)c5ccc([N+](=O)[O-])cc45)cc3)cc2)cc1	0.23µM*	21%	-1	0.17µM*	-2	-8%	-5%
CC(Sc1ncnc2ccccc12)C(=O)Nc1ccc2c(c1)OCO2 (stereo unspecified)	?	?	10	41%[activator]	4	-5%	-4%
CCN(CCN(C)C)C(=O)c1ccc2c(c1NCCO)C(=O)c1ccccc1C2=O	i	-14%	8	-6%	4	-11%	?
CC(C)n1ncc(C(N)=O)c1N	50%[activator]	22%	-5	-15%	2	1%	-4%
CC(=O)N1CCN(C(=O)c2cc3ccccc3o2)CC1	34%[activator]	?	28	12%	-3	-1%	6%
CSc1ccc(NC(=O)NCCCN2CCC(Cc3ccccc3)CC2)cc1	8.3µM*	10µM*	-5	?	-3	1%	3%
Cc1nc2ccc(S(=O)(=O)NCC(=O)NCCN3CCCCC3C)cc2s1 (stereo unspecified)	47%[activator]	11%	-7	-2%	-3	2%	0%
Cc1ccc2c(c1)N(CC(=O)NC1CCCC1)C(=O)c1cccnc1O2	-3%	8%	8	48%[activator]	1	-14%	3%
O=C(C1CC(c2ccc(F)cc2)=NO1)N1CCc2ccccc2C1 (stereo unspecified)	nt	-1%	33	0%	21	0%	2%
CCCNc1nc(Cl)nc(NCc2cccnc2)n1	-17%	4%	24	-28%	-2	-2%	-3%

Next part.
SMILES	Pf growth 48h	HCV inh	Shiga toxin inh	Pf growth 96h	CHX counter	Tb PYK inh	LmPK inh
COc1cc(S(=O)(=O)NCCCN2CCOCC2)ccc1-n1cnnn1	6%	5%	-10	-19%	2	14%	-10%
CC(=O)c1sc2nsc(SCCN3CCOCC3)c2c1N	0%	6%	28*	-28%	22	-27%	23%
O=C1CCCN2N=C(SCC(=O)Nc3nccs3)SC2=N1	-15%	15%	-4	?	-6	4%	0%
CCOC(=O)N1CCC(n2c(SCC(=O)OCc3ccccc3)nc3ccsc3c2=O)CC1	?	?	-12	?	-3	-6%	-1%
S=C(NCc1cccc(Cl)c1)NCc1ccco1	-13%	-21%	1	?	-4	5%	0%
O=C(O)c1ccc(NC(=O)C2CCCCC2)cc1	15%	2%	-8	?	-1	-12%	-4%
CCOC(=O)N1CCN(C(c2ccc(C(C)C)cc2)c2sc3nc(C)nn3c2O)CC1 (stereo unspecified)	?	0%	9	?	2	6%	5%
CCOc1ccccc1-n1c(SCC(N)=O)nnc1-c1cccnc1	-6%	13%	-4	12µM*	1	-6%	-1%
COc1ccc(C(=O)/C=C/Nc2ccc([N+](=O)[O-])cc2C)cc1OC	5%	?	14	0%	5	-5%	-3%
COC(=O)CCC(=O)OC1(C)C(=O)C=C2C=C(C3CC3)N(C3CCCC3)C=C2C1=O (stereo unspecified)	?	5%	-8	7.4µM*	-5	-7%	-3%[11.5 µM]
O=C(OCN1C(=O)c2ccccc2C1=O)c1cccs1	9%	5%	-9	10%	-2	4%	-3%
N#Cc1c(C(F)(F)F)cc(C2CC2)[nH]c1=O	2%	8%	-7	-67%	-6	1%	1%
COC(=O)[C@H](CCSC)NC(=O)NCc1ccccn1	24%	1%	-27	nt	-2	3%	-4%
CCOC(=O)c1ccc(NC(=O)CSc2nc(=O)n3cccc(C)c3n2)cc1	?	?	nt	?	nt	-1%	nt
COc1ccc(Br)c(C(=O)Nc2nc3ccccc3[nH]2)c1	83%[activator]	17%	69*	127%[activator]	54*	0%	0%
COC(=O)CCCC(=O)NC1CCCN(C2Cc3ccccc3C2)C1 (stereo unspecified)	63%[activator]	2%	nt	-28%	-2	-1%	-3%
COc1ccc(-c2cc(=NCCC(=O)O)c3cc(C)ccc3o2)cc1	nt	10%	148*	?	36*	3%	1%
Oc1ccc(C[C@@H]2CNC(=S)N2CCCCC2CCCCC2)cc1	?	-28%	-6	?	1	2%	-1%
Cc1n[nH]c(=S)c2nn(-c3cccc(Cl)c3)c(C)c12	3%	7%	-7	-2%	11	nt	7%
Cc1cc(C)cc(Nc2ncnc3nc[nH]c23)c1	-11%	?	41*	?	17	1%	-15%
CCOc1ccc(C(=O)Nc2cc(C)on2)cc1OCC	12µM*	?	-3	-5%	5	5%	-3%
O=C(NCCN1CCN(c2ccccc2Cl)CC1)Nc1ccccc1	9%	0%	nt	-29%	-1	-9%	2%
CC(C)OCCCNC(=O)c1cccs1	14%	4%	-14	72%[activator]	0	-1%	-5%
COc1ccc(S(=O)(=O)N2CCOCC2)cc1NC(=O)COC(=O)CCOc1ccc(C)cc1	40%[activator]	3%	nt	7%	nt	-1%	nt
COc1cc(C(=O)Nc2ccc(S(=O)(=O)N3CCc4ccccc43)cc2)cc(OC)c1OC	?	14µM*	-19	nt	-4	5%	10%

5 compounds from above, ordered by length of the SMILES, descending.
SMILES	Pf growth 48h	HCV inh	Shiga toxin inh	Pf growth 96h	CHX counter	Tb PYK inh	LmPK inh
CCN(CCN(C)C)C(=O)c1ccc2c(c1NCCO)C(=O)c1ccccc1C2=O	i	-14%	8	-6%	4	-11%	?
CC(Sc1ncnc2ccccc12)C(=O)Nc1ccc2c(c1)OCO2 (stereo unspecified)	?	?	10	41%[activator]	4	-5%	-4%
COC(=O)CCCC(=O)NC1CCCN(C2Cc3ccccc3C2)C1 (stereo unspecified)	63%[activator]	2%	nt	-28%	-2	-1%	-3%
O=C1CCCN2N=C(SCC(=O)Nc3nccs3)SC2=N1	-15%	15%	-4	?	-6	4%	0%
CC(=O)N1CCN(C(=O)c2cc3ccccc3o2)CC1	34%[activator]	?	28	12%	-3	-1%	6%

Later entries
SMILES	Pf growth 48h	HCV inh	Shiga toxin inh	Pf growth 96h	CHX counter	Tb PYK inh	LmPK inh
Cc1nc2c(c(=O)c3ccccc3n2C)c(=O)n1C1CCCCCC1	-4%	?	21	38%[activator]	4	-1%	3%
CCOC(=O)C1CCCN(C(=O)c2ccc(C)cc2O)C1 (stereo unspecified)	nt	-16%	15	2%	5	5%	7%
CC(=O)c1cccc(NC(=O)N2CCCC2C(=O)NCc2ccc(F)cc2)c1 (stereo unspecified)	-7%	4%	13	10µM*	6	9%	0%
Cc1ccc2oc(-c3cccc(NC(=O)/C=C/c4cccc([N+](=O)[O-])c4)c3C)nc2c1	?	0%[0.335 µM]	97*	2.3µM*	57*	1%	-10%
CC(C)N1CCC(=NNc2ccc([N+](=O)[O-])cc2S(=O)(=O)N2CCOCC2)CC1	-29%	?	-11	3%	-3	4%	3%
O=C(O)c1ccccc1NCc1ccncc1	3%	-2%	-12	?	-3	2%	2%
COc1cccc(CNC(=O)CCCn2nc(C)c3c(C)n(-c4ccc(C)cc4)nc3c2=O)c1OC	?	13µM*	-4	?	-4	2%&4%	5%
O=C(N/C(=C/c1ccc(Br)cc1)C(=O)N1CCCCC1)c1ccccc1F	?	?	-24	-29%	3	0%	-12%
CCOC(=O)N1CCN(C(=O)CCc2ccc(S(=O)(=O)NC(C)C)cc2)CC1	-5%	4%	-13	?	-2	4%	-5%
Cc1ccc(NC(=O)/C(=C/c2cccc(Br)c2)NC(=O)c2ccco2)cc1	-4%	0%	2	-12%	-4	-2%	-2%
Cn1cccc1C1(C(F)(F)F)NCCNC1=O (stereo unspecified)	9%	8%	-8	39%[activator]	-2	-15%	-5%
Cc1[nH]c2ccc(Br)cc2c(=O)c1CN1CCCCC1	?	-2%	-4	-2%	-4	nt	7%
Cc1nnc2ccc(-c3ccc(NS(=O)(=O)c4ccc(Cl)s4)cc3)nn12	?	9%	nt	-66%	nt	0%	nt
COc1cc(C(=O)NCc2ccc(-c3nc4ccccc4o3)cc2)cc(OC)c1OC	33%[activator]	9%	11	82%[activator]	19	-4%	2%
CN(C(=O)COC(=O)CSCc1cccc(Cl)c1)c1c(N)n(Cc2ccccc2)c(=O)[nH]c1=O	9%	13%	nt	-10%	nt	9%	nt
Cc1nc(CN(C)C(=O)c2cc(COc3ccc4ncccc4c3)on2)cs1	-18%	?	19	-23%	11	-3%	3%
O=C(N/N=C\c1ccc([N+](=O)[O-])o1)c1ccc(O)cc1	2.3µM*	nt	nt	-102%[12.8 µM]	nt	3%[33.2 µM]	nt
CN(C1CCCCC1)C(CNS(=O)(=O)c1ccccc1)c1ccccc1 (stereo unspecified)	?	8%	-6	?	4	-6%	-2%
CC(C)CC(C(=O)NCC1CCCO1)N(C(=O)Cn1nnc(-c2ccc(F)cc2)n1)c1ccccc1F (stereo unspecified)	?	0%	-14	44%[activator]	-5	-3%	4%
O=c1[nH]c(=O)n([C@H]2C[C@H](O)[C@@H](CO)O2)cc1F	?	?	18&-4&-7	?	-2&-1&12	3%&1%	0%
NC(=O)c1ccc(SCC(=O)OCC(=O)NC2CCCCCCC2)c([N+](=O)[O-])c1	-8%	1%	nt	-9%	nt	-22%	nt
O=C(CCC(=O)N/N=C/c1ccc(Br)s1)NCc1ccccc1	14%	-27%	-1	8%	-2	-3%	2%
O=C(COC(=O)C(Cc1ccccc1)NC(=O)c1ccccc1)c1ccccc1 (stereo unspecified)	-3%	-6%	37*	41%[activator]	24*	3%	1%
O=C(CCNC(=O)c1ccccc1)N=Nc1c(O)[nH]c2ccccc12	11%	nt	2	110%[activator]	3	nt	-2%
CC1CCCC(NC(=O)COC(=O)/C=C/c2ccco2)C1C (stereo unspecified)	-10%	6%	nt	-23%	nt	-4%	nt

From PubChem
